Source: PubChem
Mtb BioA inh – M. tuberculosis BioA enzyme inhibitors, primary screen, biochemical, plate reader, single point, HTS. 7,8-diaminopelargonic acid synthase BioA (Mycobacterium tuberculosis). purified M. tuberculosis BioA enzyme. inhibition, % at 9.99 µM. hit rate 0.096% among 360,000; in the data active means inhibition above about 40%
Mtb UGM inh – M. tuberculosis UGM enzyme inhibitors, primary screen, biochemical, fluorescence polarization, single point | UDP-galactopyranose mutase (Mycobacterium tuberculosis (strain ATCC 25618 / H37Rv)), … | purified UGM, fluorescence polarization probe displacement | inhibition, % at 10 µM | hit rate 0.06% among 320,000 | AID 504406, 2011; in the data active means inhibition above about 10%, passing the limit was not always enough
FadD28 binding – inhibitors of FadD28 bisubstrate probe binding, primary screen, biochemical, fluorescence polarization, single point; AID 588549, 2011; inhibition, % at 12.5 µM; hit rate 0.22% among 360,000; Mycobacterium tuberculosis FadD28 fatty-acid-AMP ligase; in the data active means inhibition above about 8.5%, passing the limit was not always enough
MazEF act – activators of E. coli MazEF toxin-antitoxin RNase, primary screen, biochemical, fluorescence, uHTS. Endoribonuclease toxin MazF (Escherichia coli (strain K12)), P0AE70. FAM/BHQ RNA-DNA oligo cleavage fluorescence, 5 h. activation, % at 20 µM. hit rate 0.32% among 350,000. AID 504720, 2011; in the data active means activation above about 50%
Target sequence (P0AE70 whole entry, looked up): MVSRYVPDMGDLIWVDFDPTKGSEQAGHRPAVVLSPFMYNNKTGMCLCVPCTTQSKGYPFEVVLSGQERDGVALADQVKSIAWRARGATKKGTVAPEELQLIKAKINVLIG
PrPC surface inh – inhibitors of human cell surface prion protein PrPC, primary screen, cell-based, TR-FRET; TR-FRET read-out; AID 720596, 2013; inhibition, % at 13.8 µM; Major prion protein (Homo sapiens), P04156; hit rate 0.43% among 370,000; in the data active means inhibition above about 24%; further: 0% = median of the test wells and 100% = reference compound wells
Rv3671c protease – Rv3671c serine protease inhibitors, primary screen, biochemical, fluorescence polarization, M. tuberculosis H37Rv; P9WHR9; inhibition, % at 5.96 µM; hit rate 0.048% among 320,000; AID 2606, 2010; in the data active means inhibition above about 38%;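 further: extracellular domain of Rv3671c used as enzyme; 0% = enzyme with DMSO and 100% = no enzyme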
Target sequence (P9WHR9 whole entry, looked up, the tested form may be a part): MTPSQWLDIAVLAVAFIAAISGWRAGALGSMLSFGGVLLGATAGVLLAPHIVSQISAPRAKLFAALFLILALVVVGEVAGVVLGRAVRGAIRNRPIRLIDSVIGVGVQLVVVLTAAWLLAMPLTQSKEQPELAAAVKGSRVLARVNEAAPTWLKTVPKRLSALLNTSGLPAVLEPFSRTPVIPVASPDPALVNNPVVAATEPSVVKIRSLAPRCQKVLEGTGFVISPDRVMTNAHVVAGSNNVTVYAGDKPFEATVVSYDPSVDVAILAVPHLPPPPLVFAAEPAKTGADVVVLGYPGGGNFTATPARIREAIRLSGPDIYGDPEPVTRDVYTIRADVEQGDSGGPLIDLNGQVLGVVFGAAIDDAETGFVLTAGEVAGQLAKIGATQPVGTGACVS
FBA Mtb inh – Mtb FBA enzyme inhibitors, primary screen, biochemical, fluorescence, strain H37Rv. inhibition, % at 1 µM. purified M. tuberculosis FBA, fluorescence read-out. AID 588726, 2011. Fructose-bisphosphate aldolase (Mycobacterium tuberculosis (strain ATCC 25618 / H37Rv)), …. hit rate 2.3% among 360,000; in the data active means inhibition above about 27%;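 further: 0% = vehicle and 100% = reference inhibitor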
Target sequence (P9WQA3 whole entry, looked up): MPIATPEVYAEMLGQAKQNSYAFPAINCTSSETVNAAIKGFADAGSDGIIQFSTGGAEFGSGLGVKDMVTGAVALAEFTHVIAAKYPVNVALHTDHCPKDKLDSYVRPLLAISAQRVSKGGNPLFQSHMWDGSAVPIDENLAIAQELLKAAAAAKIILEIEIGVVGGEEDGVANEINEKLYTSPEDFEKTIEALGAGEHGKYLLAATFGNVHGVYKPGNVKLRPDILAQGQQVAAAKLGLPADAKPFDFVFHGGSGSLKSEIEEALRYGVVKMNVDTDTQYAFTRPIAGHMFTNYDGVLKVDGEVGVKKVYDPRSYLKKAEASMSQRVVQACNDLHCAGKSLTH
GDH-TPI counter – GDH-TPI coupling enzyme inhibitors, primary screen, artefact control for M. tuberculosis FBA inhibitor project, biochemical, absorbance, full deck | inhibition, % at 4.8 µM | AID 588335, 2011 | hit rate 1.2% among 360,000 | GDH-TPI coupled enzyme counterscreen, NADH absorbance; in the data active means inhibition above about 30%;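 further: 0% = DMSO wells and 100% = wells lacking the enzyme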
BoNT-F LC inh – BoNT/F light chain protease inhibitors, primary screen, biochemical, flow cytometry, MLPCN library; Botulinum neurotoxin type F light chain protease (Clostridium botulinum); Multiplex microsphere protease cleavage assay; inhibition, % at 10 µM; hit rate 0.22% among 360,000; in the data active means inhibition above about 35%, passing the limit was not always enough; further: plate controls were buffer without enzyme for full effect and enzyme alone for no effect
Numbers without * were called inactive; · = no result given; & = joins results of further samples.

SMILES | Mtb BioA inh | Mtb UGM inh | FadD28 binding | MazEF act | PrPC surface inh | Rv3671c protease | FBA Mtb inh | GDH-TPI counter | BoNT-F LC inh
Cc1ccc(C(=O)NC(=S)NNC(=O)COc2ccccc2C)cc1 | · | 3.9 | -4.2 | 2 | -5 | 6 | 2 | -12 | -2
COc1ccccc1C(NC(=O)C1CCN(CCOc2ccc(Cl)cc2)CC1)c1ccccn1 (stereo not given) | 2.2 | · | -0.9 | · | 0 | · | 0 | -3 | -1
CCCCC(=O)Nc1nc(-c2ccc(S(=O)(=O)N3CCOCC3)cc2)cs1 | -0.1 | -1.1 | -6.0 | 2 | 0 | -12 | 36* | -1 | 0
C/C=C\C=C\C(=O)Nc1cccc(C2=NOC3(C2)C[C@@H](C(N)=O)N(C(=O)C(c2ccccc2)c2ccccc2)C3)c1 (stereo not given in full) | -2.5 | 0.1 | -17 | -4 | -5 | -68 | 2 | 12 | -6
O=C(Cn1cccc1C(=O)c1ccccc1)NCc1ccccn1 | -0.2 | 0.3 | -0.1 | 0 | 2 | -5 | 0 | -1 | -5
COc1ccc(C(=O)NC(=S)N2CCN(c3ccccc3O)CC2)cc1 | -1.7 | 3.8 | -0.5 | 2 | -5 | -6 | 3 | 10 | 2
O=[N+]([O-])c1ccc(O)c(/C=N/Nc2ccc(Cl)nn2)c1 | -1.8 | -1.3 | -1.3 | -4 | -6 | 7 | -1 | 33* | -7
C/C(N)=C(/C#N)C(=O)COC(=O)[C@@H](NC(=O)c1ccccc1Cl)C(C)C | 1.4 | 1.8 | -2.3 | 9 | 4 | 1 | 1 | 4 | 4
O=C(Nc1ccc(N2CCOCC2)cc1)c1cccc(-n2cnnc2)c1 | 0.1 | 0.6 | -1.3 | -1 | 3 | -4 | -2 | -1 | -4
Nc1ccccc1N=Nc1ccccc1N | -0.3 | 2.4 | -3.1 | -10 | -15 | -15 | -3 | -8 | -20
COC(=O)C1=C(c2c(C)noc2C)C[C@@H]2CC[C@H]1N2C(=O)NC1CCCCC1 | -0.2 | 0.5 | -2.7 | 2 | 3 | 4 | 0 | 6 | 3
CN1/C(=C/C2CC(=O)N(c3ccc([N+](=O)[O-])cc3)C2=O)C(C)(C)c2ccccc21 (stereo not given) | -1.9 | -1.3 | -0.4 | 14 | -3 | 6 | 0 | 10 | 3
O=S(=O)(c1cccs1)N1CCN(c2ccccc2)CC1 | · | 1.1 | -2.4 | 10 | -8 | -4 | 1 | -1 | 2
CCN(CC(=O)NCc1ccc(Cl)cc1)CC(=O)NC1(C#N)CCCC1 | 0.0 | 3.5 | -0.3 | 7 | 2 | 3 | -2 | -3 | 2
O=C(COC(=O)c1cc(Cl)ccc1O)NC(=O)NCc1ccccc1 | -0.6 | -1.5 | -1.0 | 3 | -2 | -18 | 1 | 7 | -7
CC(C)[C@H](NS(=O)(=O)c1ccccc1)C(=O)OCC(=O)NC(=O)NC1CCCCC1 | 0.9 | -1.1 | -3.0 | 4 | 3 | 3 | -3 | -4 | -1
COc1ccccc1N1CC(C(=O)OCC(=O)c2ccc(F)cc2)CC1=O (stereo not given) | 1.6 | -4.8 | -3.4 | -7 | 7 | 1 | 1 | 1 | -1
CCOC(=O)c1c(C)[nH]c(C(C)=O)c1C | 1.5 | -0.1 | -2.0 | -3 | 5 | 6 | -1 | -3 | -16
CCCCn1c(CCl)nc2cc(S(=O)(=O)N3CCOCC3)ccc21 | 0.1 | 3.5 | · | 8 | 4 | 5 | 3 | -2 | -8
COc1cccc(NC(=O)CCc2nnc3ccc(N4CCN(c5cccc(OC)c5)CC4)nn23)c1 | -1.4 | -0.4 | 0.5 | 10 | · | -7 | 1 | 4 | 6
Cc1ccc(-c2cc(C(=O)Nc3c(C)n(C)n(-c4ccccc4)c3=O)no2)cc1 | -1.5 | 2.3 | -0.4 | 2 | -3 | 7 | 2 | -3 | -2
O=C(c1ccco1)N1CCN(c2ccc(N3CCCCC3)nn2)CC1 | -0.1 | -0.4 | 1.1 | 1 | -12 | -3 | 16 | -2 | -3
COc1ccc(OCCn2cc(/C=C(\C#N)C(=O)NCc3ccco3)c3ccccc32)cc1 | -1.5 | 0.3 | -0.8 | 9 | 1 | 11 | 2 | 13 | 0
O=C(O)CCCN1C(=O)/C(=C\c2ccccc2OCc2ccccc2)SC1=S | · | 0.4 | -2.7 | 1 | 9 | -14 | -3 | -3 | -11

Quoted at random: five compounds from above.
SMILES | Mtb BioA inh | Mtb UGM inh | FadD28 binding | MazEF act | PrPC surface inh | Rv3671c protease | FBA Mtb inh | GDH-TPI counter | BoNT-F LC inh
C/C=C\C=C\C(=O)Nc1cccc(C2=NOC3(C2)C[C@@H](C(N)=O)N(C(=O)C(c2ccccc2)c2ccccc2)C3)c1 (stereo not given in full) | -2.5 | 0.1 | -17 | -4 | -5 | -68 | 2 | 12 | -6
COc1ccccc1C(NC(=O)C1CCN(CCOc2ccc(Cl)cc2)CC1)c1ccccn1 (stereo not given) | 2.2 | · | -0.9 | · | 0 | · | 0 | -3 | -1
COc1ccc(C(=O)NC(=S)N2CCN(c3ccccc3O)CC2)cc1 | -1.7 | 3.8 | -0.5 | 2 | -5 | -6 | 3 | 10 | 2
O=C(c1ccco1)N1CCN(c2ccc(N3CCCCC3)nn2)CC1 | -0.1 | -0.4 | 1.1 | 1 | -12 | -3 | 16 | -2 | -3
CCN(CC(=O)NCc1ccc(Cl)cc1)CC(=O)NC1(C#N)CCCC1 | 0.0 | 3.5 | -0.3 | 7 | 2 | 3 | -2 | -3 | 2

(next part)
SMILES | Mtb BioA inh | Mtb UGM inh | FadD28 binding | MazEF act | PrPC surface inh | Rv3671c protease | FBA Mtb inh | GDH-TPI counter | BoNT-F LC inh
O=C(COC(=O)CSCc1ccccc1)NCc1ccccc1 | · | 0.9 | -1.1 | 2 | 7 | 2 | 3 | -2 | -1
CCC1(C)Cc2c(c(=O)n(-c3ccccc3)c3ncnc(N)c23)CO1 (stereo not given) | -0.3 | -1.3 | 0.9 | 4 | 2 | 3 | 8 | -10 | 2
O=C1OCCN1C(=O)[C@H]1[C@H](c2ccccc2)C(c2cccc(Cl)c2)=NN1c1ccccc1 | 0.6 | · | -0.8 | -5 | · | · | 24 | 10 | -3
O=C(CCNS(=O)(=O)c1ccc(Br)cc1)NCCCSc1ccccc1 | 0.4 | -0.9 | -2.5 | 4 | -7 | 6 | 2 | 9 | -3
Cc1c(NC(=O)c2ccc(Cl)c(S(=O)(=O)N3CCCCC3)c2)c(=O)n(-c2ccccc2)n1C | -0.1 | 1.2 | -1.9 | -1 | -2 | 7 | 3 | 3 | 6
C[C@H]1CN([C@@H](C)CO)C(=O)c2cc(-c3ccccc3F)cnc2O[C@@H]1CN(C)C(=O)NC1CCCCC1 | 0.6&4.2&1.8 | · | -3.6 | 5 | -2 | · | -2 | 2 | -1
COc1ccc(CCNC(=O)CSc2nc3ccccc3o2)cc1 | · | -3.2 | -1.3 | -2 | 7 | -2 | 2 | -8 | -4
CC1CCN(S(=O)(=O)c2ccc(NC(=O)CN3CCOCC3)cc2)CC1 | · | 2.7 | 2.1 | -3 | -2 | 5 | -2 | -2 | 11
CCCCCCn1c(CN2CCC(C)CC2)nc2c1c(=O)n(C)c(=O)n2C | -0.8 | 1.8 | -4.7 | -1 | -4 | 4 | 1 | -2 | -19
O=C(CSc1nc2ccccc2c(=O)n1CC1CCCO1)N1CCN(c2ccccc2)CC1 (stereo not given) | -0.5 | -0.4 | -0.7 | -6 | -8 | 5 | 5 | 3 | 2
COC(=O)Cc1c(O)ccn(CCc2ccc(S(N)(=O)=O)cc2)c1=O | -0.5 | 1.8 | -2.0 | 3 | 6 | 0 | 2 | 5 | -6
CN1OC[C@@H]2C(=O)N3CCc4c([nH]c5ccccc45)[C@@H]3C[C@@H]21 | -3.0 | · | -0.3 | -64 | -12 | · | 38* | -8 | -2
CC(C)OC(=O)N(C)C[C@@H]1OCc2cnnn2CCCC(=O)N([C@@H](C)CO)C[C@@H]1C | 1.0&-2.4 | · | -0.3 | 0 | 5 | · | 1 | 5 | 2
CCC(=O)N1CCN(c2cc(N3CCN(C)CC3)c(F)cc2[N+](=O)[O-])CC1 | 1.3 | 1.2 | -3.5 | -11 | -21 | 2 | -7 | -1 | -3
S=c1[nH]nc(CCc2ccccc2)n1-c1ccc(Cl)cc1 | 1.5 | 2.5 | 3.4 | -2 | 2 | 6 | -3 | -1 | -7
COc1ccc(Nc2ncnc3sccc23)cc1OC | 28 | 0.2 | · | 7 | 4 | 4 | -3 | 8 | -24
O=C(Nc1ccccc1)c1cc2ccccc2c(=O)s1 | -0.8 | · | -4.9 | 29 | -22 | -39 | 0 | 21 | -3
O=C(O)CC(NC(=O)C12CC3CC(CC(C3)C1)C2)c1ccc(F)cc1 (stereo not given) | -0.8 | 0.4 | · | -1 | 5 | 5 | -2 | 1 | 4
COc1ccccc1CN1CC(C(=O)N2CCOCC2)CCC1=O (stereo not given) | -1.3 | -4.0 | -1.3 | 0 | 4 | -7 | 0 | 8 | 2
CN=C1SC(CC(=O)Nc2ccccc2F)C(=O)N1/N=C/c1ccc(O)c(OC)c1 (stereo not given) | · | -1.4 | -2.0 | 1 | -22 | -9 | 3 | 52* | ·
O=C1CC(SCCc2nc3ccccc3[nH]2)C(=O)N1c1ccc(Cl)cc1 (stereo not given) | -0.1 | -1.3 | -2.0 | -8 | 1 | 1 | 0 | 11 | -13
CC(=O)C1C(c2ccc(O)cc2)NC(=O)NC1(O)C(F)(F)F (stereo not given) | 0.5 | 7.3 | -3.5 | -5 | 3 | -2 | 0 | 1 | -9
COc1cc(F)cc(-c2ccc3c(c2)c(-c2cccs2)c(-c2cc(OC)cc(OC)c2)n3C)c1 | -1.1 | -3.3 | -2.0 | -7 | 1 | 0 | 2 | 22 | -1
CCCc1[nH]n(-c2nc3ccccc3s2)c(=O)c1C=NCCCOC | 1.2 | -3.5 | -1.6 | -6 | 1 | -4 | -3 | 22 | 3
COc1ccc(N2CCN(C(=O)CN3c4cccc5cccc(c45)S3(=O)=O)CC2)cc1 | 0.6 | 2.5 | -1.5 | -3 | -1 | 8 | 3 | 4 | 0
CCOC(=O)N1CCN(Cc2nc(-c3ccccc3)no2)CC1 | -0.1 | 1.3 | 0.8 | 8 | -2 | -2 | 3 | 11 | -15
CSc1nc2ccccc2n1CC(=O)Nc1ccc(C)c(C)c1 | · | -1.2 | -1.1 | 4 | 10 | -4 | -8 | 3 | -15
O=C1/C(=C\c2cccs2)Sc2ccc3ccccc3c21 | · | -0.6 | -2.3 | 18 | 0 | -12 | -11 | 11 | 5
COc1cc(NC(=O)c2ccc(-c3cnn(C)c3)c3ccoc23)cc(OC)c1OC | 0.0 | · | -1.3 | · | 2 | · | -1 | 15 | -1
COc1ccc(N(CC(=O)NC(C)C)S(=O)(=O)c2ccc(NC(C)=O)cc2)cc1 | -1.4 | 3.3 | -3.2 | 0 | 3 | 1 | 0 | 8 | -3
COCCSc1ccccc1C(=O)NCc1ccco1 | -1.5 | 2.9 | -4.1 | 5 | -2 | 4 | -5 | 7 | -11
CCN(CC)S(=O)(=O)c1ccc(C(=O)OCC(=O)Nc2ccc(-c3nc4ccc(C)cc4s3)cc2)cc1 | -0.6 | -1.0 | -1.8 | -23 | -1 | -6 | 28* | 18 | -6
Cc1cc(C)cc(N(CC(=O)NCc2ccco2)C(=O)CCC(=O)Nc2ccccn2)c1 | 0.8 | · | -0.8 | 0 | 7 | · | 3 | 13 | 16
Cc1ccc(C(=O)COC(=O)c2nc(Cl)ccc2Cl)cc1 | · | -0.2 | -1.8 | 7 | -4 | -13 | -1 | -4 | 5
O=C(Nc1ccc2c(c1)OCO2)c1cccs1 | 2.7 | -1.4 | -2.6 | 13 | 3 | 9 | -1 | 14 | -4

Not a hit list; 4.8% or so of the library scored in one or more.
